# SRC1 TRFRET art: flags TR-FRET format artefacts in PPARgamma SRC-1 recruitment agonist screen | TR-FRET detection artefact counter-screen, emission ratio; hits give high values | TR-FRET ratio at 8 µM | 99,000 tested, 0.34% active; in the data active = TR-FRET ratio above about 2300; note: inactives centre near 1800; reference of the scale not given here
# SRC3 TRFRET art: counter-screen for PPARgamma SRC-3 recruitment agonists: TR-FRET artefact | PPARgamma/SRC-3 format; hits give high values | TR-FRET ratio at 8 µM | 99,000 tested, 0.39% active | AID 1048; in the data active = TR-FRET ratio above about 2000; note: inactives centre near 1600; reference of the scale not given here
# * marks the source's active call; other numbers are inactive results. A portion of the library; the hit share may differ from the screen's.
# Below each compound – SRC1 TRFRET art | SRC3 TRFRET art
- Cc1ccc(C(=O)CSC2=NC(N)=C(C#N)C3(CCCCC3)C2C(N)=O)cc1 (stereo not drawn)
 : 1781 | 1687
- C/C(=N\NC(=O)CN(c1ccccc1Br)S(C)(=O)=O)c1ccc2c(c1)OCCO2
 : 1922 | 1475
- Cc1oncc1-c1csc(-c2ccccc2Cl)n1
 : 1831 | 1592
- N=C(N)N1CCN(Cc2ccccc2)CC1
 : 1856 | 1681
- COC(=O)[C@@]1(Cc2ccc(F)cc2)[C@H]2c3cc(C(=O)N4CCCC4)n(CCc4c[nH]c5ccc(OC)cc45)c3C[C@H]2CN1C(=O)c1ccccc1
 : 1742 | 1442
- Cc1cccc(N2C(S)=C(C#N)C(=O)NC2c2ccco2)c1 (stereo not drawn)
 : 1809 | 1528
- CC1CCC(N(CCCN)Cc2ccco2)CC1C (stereo not drawn)
 : 1666 | 1739
- CC(C)c1nnc(N2C(=O)C(O)=C(C(=O)c3cccs3)C2c2ccccc2)s1 (stereo not drawn)
 : 2598* | 2283*
- Cc1nc(SCC(=O)NCc2ccco2)nc(C)c1C
 : 1424 | 1475
- Cn1c(N)cc(-c2ccc(F)cc2)c(C#N)c1=O
 : 1788 | 1564
- O=C(Nc1ccccc1)c1sccc1Oc1ccc([N+](=O)[O-])cc1F
 : 1898 | 1411
- CC1CN(Cc2cn(C)nc2-c2ccc(Oc3ccccc3)cc2)CCN1C (stereo not drawn)
 : 1848 | 1569
- OCC1(CCOc2ccccc2)CCN(Cc2ccc3c(c2)OCCO3)CC1
 : 1518 | 1624
- COc1ccc(C(=O)CNC2=NCCC2)cc1
 : 1892 | 1614
- Cn1c(-c2ccccn2)[n+](C)c2ccccc21
 : 1587 | 1455
- COC(=O)c1ccc(CSc2nc3c(c(=O)n2-c2ccc(C)cc2)SCC3)o1
 : 1872 | 1502
- COc1cc(Cl)c(C)cc1NC(=O)c1cc(S(=O)(=O)N(C)C)ccc1N1CCCC1
 : 1691 | 1656
- Cc1cc(C)cc(OCC(=O)N/N=C/c2ccncc2)c1
 : 1797 | 1585
- COc1ccc(N=Nc2c(C)[nH][nH]c2=O)cc1
 : 1986 | 1634
- COc1cc(/C=C/C(=O)OCC(=O)N2CCN(C(=O)c3ccco3)CC2)ccc1O
 : 1964 | 1709
- CN(C)C(=O)c1nnsc1Sc1ccc(Cl)cc1
 : 1619 | 1419
- C=CCNC(=S)N/N=C/c1ccc(C(C)(C)C)cc1
 : 1990 | 1685
- O=C(Nc1nc2ccccc2[nH]1)c1ccc(Cl)c([N+](=O)[O-])c1
 : 1665 | 1355
- COc1ccc(NC2SC(=O)N(C)C2=O)cc1 (stereo not drawn)
 : 1812 | 1653
- COc1ccc(OC)c2c1nc1n2CCS1
 : 1885 | 1630
- COc1ccccc1NC(=S)NCCN1CCOCC1
 : 1672 | 1626
- O=C(NCCCN1CCOCC1)c1cccc(S(=O)(=O)N2CCc3ccccc3C2)c1
 : 1970 | 1581
- O=C(c1ccc(N2CCN(S(=O)(=O)c3ccccc3)CC2)c([N+](=O)[O-])c1)N1CCOCC1
 : 1654 | 1429
- CCCCCc1nnc(NC(=O)C2COc3ccccc3O2)s1 (stereo not drawn)
 : 1608 | 1446
- COC(=O)c1cc(-c2ccc(Cl)cc2Cl)n[nH]1
 : 2046 | 1742
- Cc1nc(C)c(Cc2ccccc2Cl)c(=O)[nH]1
 : 1622 | 1292
- CNC(=S)N(Cc1ccc2c(c1)OCO2)C1CC(=O)N(c2ccccc2)C1=O (stereo not drawn)
 : 2031 | 1733
- CC(C)CNC(=O)c1ccc(NC(=O)c2ccccc2[N+](=O)[O-])cc1
 : 1711 | 1650
- CCOc1cc(C(=O)OCC(=O)Nc2cc(C)on2)ccc1OCC(C)C
 : 1723 | 1599
- Cc1cc(C)n(CC(C)Nc2nc3nonc3nc2N2CCCCC2)n1 (stereo not drawn)
 : 1753 | 1573
- CC1CN(C(=O)COC(=O)c2nn(-c3ccccc3)c(=O)c3ccccc23)CC(C)O1 (stereo not drawn)
 : 1768 | 1522
- CN(C)C(CNC(=S)Nc1ccccc1Cl)c1cccnc1 (stereo not drawn)
 : 1581 | 1679
- Cc1ccc2c(c1)C(c1ccncc1)=NNC(c1ccc(F)cc1)=N2
 : 1897 | 1583
- CCOCCCNC(=O)C(c1ccc(OC)cc1)N(Cc1ccc2c(c1)OCO2)C(=O)c1ccccn1 (stereo not drawn)
 : 1921 | 1640
- Cc1cc(C(=O)OCC(=O)Nc2nc(-c3ccccc3)cs2)c(C)o1
 : 1541 | 1498
- COc1ccc(N2CCN(CC(O)COc3ccc([N+](=O)[O-])cc3)CC2)cc1 (stereo not drawn)
 : 1841 | 1726
- Cc1cccc(C2c3[nH]c4ccccc4c3CCN2C(=O)Cc2n[nH]c(C)n2)n1 (stereo not drawn)
 : 1865 | 1428
- Cc1nn(Cc2ccc(C(=O)N3CCOCC3)o2)c(C)c1Br
 : 1914 | 1707
- CCC(CC)NC(=O)c1cccc([N+](=O)[O-])c1C
 : 1716 | 1543
- CNC(=O)C(=O)Nc1ccc(C)cc1C
 : 1751 | 1749
- COc1ccc(NC(=S)N2CCCC(CO)C2)c(OC)c1 (stereo not drawn)
 : 1686 | 1506
- O=[N+]([O-])c1ccc(C=Nc2cccc3ccccc23)s1
 : 1796 | 1455
- Cc1nc2ccccn2c1C(=O)CSc1ccccc1
 : 1799 | 1496
- CN(C)S(=O)(=O)c1ccc(Cl)c(-c2nnc3n2CCCCC3)c1
 : 1626 | 1553
- O=C(CSc1nc2ccc(Cl)cc2[nH]1)Nc1ccc2c(c1)CCC2
 : 1770 | 1418
- COc1ccc(-c2cc(C(=O)NC3=NCCS3)c3ccccc3n2)cc1OC
 : 1885 | 1403
- O=C(NC1CCCCCCC1)c1ccc(CNc2c(N3CCOCC3)c(=O)c2=O)cc1
 : 1773 | 1516
- COc1ccccc1NC(=O)CN(c1ccc([N+](=O)[O-])cc1)S(=O)(=O)c1ccccc1
 : 1834 | 1580
- CC1SCC(=O)N(CC(=O)NCc2ccccc2)C1=O (stereo not drawn)
 : 1613 | 1486
- CCc1cccc(CC)c1NC(=O)COC(=O)c1cccc(-c2ccc(OC(C)=O)cc2)c1
 : 1771 | 1470
- O=C1c2cccc([N+](=O)[O-])c2C(=O)N1CCO
 : 2071 | 1665
- O=C(O)c1ccc(N2C(=O)c3cccc(Oc4ccc(Cl)cc4)c3C2=O)cc1
 : 1824 | 1621
- Cc1ccccc1NC(=O)NCCc1ccc(Cl)cc1
 : 1953 | 1720
- O=c1c2ccccc2cnn1-c1ccc(Cl)nn1
 : 1816 | 1401
- COc1ccc(OC)c(/C=N/NC(=O)c2cc3c(OC)c(OC)ccc3[nH]2)c1
 : 1983 | 1658

# Carrying on.
# Below each compound – SRC1 TRFRET art | SRC3 TRFRET art
- CC(=O)OCCn1c(C)[n+](CCOC(C)=O)c2cc(Cl)c(Cl)cc21
 : 1745 | 1611
- CN(C)/C=C/C(=O)Oc1ccc(Cl)cc1Cl
 : 1914 | 1651
- CCOC(=O)C1CCCN(C(=O)c2ccc([N+](=O)[O-])cc2)C1 (stereo not drawn)
 : 1930 | 1759
- CNc1ncc(Cc2ccccc2)s1
 : 1636 | 1549
- CC(Cc1cccnc1)NC(=O)c1ccccc1OC1CCN(S(C)(=O)=O)CC1 (stereo not drawn)
 : 1470 | 1503
- COc1nc(N(C)C)nc(N(OC)S(=O)(=O)c2ccccc2Cl)n1
 : 1945 | 1341
- CN(Cc1cnccn1)Cc1cn(Cc2ccccc2)nc1-c1ccc2c(c1)OCO2
 : 1762 | 1325
- OC1CCN(Cc2nc(Cc3ccccc3Cl)no2)CC1
 : 1750 | 1573
- Cc1ccc(C)c(N2CCN(S(=O)(=O)c3cccc4cccnc34)CC2)c1
 : 1812 | 1586
- O=C(Nc1cccnc1)c1sc(Nc2ccccc2)nc1-c1ccccc1
 : 3708* | 3330*
- O=C(CN1C(=O)CSc2ccc(S(=O)(=O)N3CCOCC3)cc21)NCCCN1CCOCC1
 : 1588 | 1466
- COc1ccc2c(C)cc3nncn3c2c1
 : 1963 | 1712
- O=C(CSc1nncs1)NC(=O)NC1CCCC1
 : 1898 | 1836
- COc1ccc(N=C2SC(C(=O)Nc3ccc(OC)cc3)CC(=O)N2CCN2CCOCC2)cc1 (stereo not drawn)
 : 1988 | 1749
- CC(C)c1nc(NCCO)c2nnn(Cc3ccccc3)c2n1
 : 1610 | 1573
- O=C(c1ccc2ccccc2c1)N1CCN(S(=O)(=O)/C=C/c2ccccc2)CC1
 : 1731 | 1689
- CCC(C)NCC(=O)Nc1cc(S(=O)(=O)N(CC)c2ccccc2)ccc1Cl (stereo not drawn)
 : 1715 | 1622
- CN(C)c1cccc(C(=O)NNC(=O)NC2CCCCC2)c1
 : 1929 | 1775
- Cc1ccc(S(=O)(=O)N2CCOCC2)cc1NC(=O)COC(=O)c1cc(=O)[nH]c2ccccc12
 : 1748 | 1568
- N#CC(C(=O)Nc1ccccc1)=C1CCCCC1
 : 1741 | 1760
- C#CCCCCCCCCC(=O)NCCCC
 : 1939 | 1588
- Cc1ccccc1NC(=O)NC1(C(=O)N2CCOCC2)CCCCC1
 : 1793 | 1521
- Cc1[nH]c2ccccc2c1/C=N/NC(=S)NC(C)C
 : 1762 | 1657
- CC(=O)c1ccc(N2CCN(CC(=O)N(CC(C)C)c3c(N)n(CC(C)C)c(=O)[nH]c3=O)CC2)cc1
 : 1926 | 1415
- O=C(c1ccc2ncsc2c1)N1CCN(c2ccccc2Cl)CC1
 : 1762 | 1719
- CN(C)c1ccc(N=Nc2ccccc2C(=O)OCC(=O)N(C)c2ccccc2)cc1
 : 1572 | 1405
- CCOC(=O)c1c(NC(=O)CCCC(=O)O)sc2c1CCC2
 : 1749 | 1436
- NC(=O)c1ccccc1-c1nc(-c2ccccc2)no1
 : 1451 | 1496
- O=C1CN(C(=O)COC(=O)C2CC(=O)N(Cc3ccco3)C2)c2ccccc2N1 (stereo not drawn)
 : 1947 | 1900
- Nc1nnc(/C=C/c2ccccc2)s1
 : 1791 | 1739
- COc1ccc(/C=C/C(=O)OCC(=O)NCc2ccco2)c(OC)c1
 : 1613 | 1697
- Clc1ccc(OCCN2CCCCC2)cc1Cl
 : 2018 | 1675
- O=S(=O)(c1ccc(-c2csc(Nc3ccc(Br)cc3)n2)cc1)N1CCCC1
 : 1945 | 1654
- O=C(c1cc(COc2ccc(F)cc2Cl)on1)N1CCC(c2ccncc2)CC1
 : 1669 | 1444
- C(=N\N1CCOCC1)/c1cccs1
 : 1867 | 1459
- CCOc1ccc2ncc(S(=O)(=O)c3ccc(C)cc3)c(N3CCC4(CC3)OCCO4)c2c1
 : 1533 | 1399
- COc1ccc(OC)c2sc(NNC(=O)COc3ccccc3)nc12
 : 2006 | 1697
- COCC(C)n1c(SCc2cc(=O)n3cc(C)ccc3n2)nc2ccccc2c1=O (stereo not drawn)
 : 1562 | 1464
- Cc1occc(=O)c1OCc1ccccc1
 : 1889 | 1481
- CCOC(=O)C1CCCN(C(=S)Nc2ccc(Nc3ccccc3)cc2)C1 (stereo not drawn)
 : 1973 | 1744
- CC(C)(C)[C@@H]1C=C(C(=O)N2CCOCC2)O[C@H](OCc2ccc(CO)cc2)C1
 : 1557 | 1568
- CC(C(=O)OCC(=O)c1c(N)n(C)c(=O)n(C)c1=O)N1C(=O)c2ccccc2C1=O (stereo not drawn)
 : 2158 | 1742
- Cc1ccc(COC(=O)c2ccc3c(c2)C(=O)N(CCCN2CCOCC2)C3=O)cc1
 : 1487 | 1343
- CCSC(=S)Nc1c(C)n(C)n(-c2ccccc2)c1=O
 : 1571 | 1523
- COc1cccc(-c2csc(N3CCN(S(=O)(=O)c4ccc(F)cc4)CC3)n2)c1
 : 2176 | 1771
- O=C(c1cc(=O)c2ccccc2o1)N1CCN(c2ccccc2F)CC1
 : 1837 | 1553
- O=C(CC12CC3CC(CC(C3)C1)C2)N/N=C/c1ccc([N+](=O)[O-])o1
 : 1693 | 1371
- Cc1ccc(C)c(NC(=S)NNC(=O)c2csc(C)c2)c1
 : 1528 | 1404
- Cc1cc(C)cc(C(=O)NN2CCN(C)CC2)c1
 : 1515 | 1567
- Cc1ccc(-c2csc3ncn(Cc4ccc(C(=O)O)cc4)c(=O)c23)cc1C
 : 1675 | 1471
- COc1ccc(C(=O)NCC(=O)NCC(=O)OCc2ccc(Br)cc2)cc1
 : 1726 | 1553
- Cc1cccc(-n2cc(C#N)c(=O)[nH]c2=O)n1
 : 1879 | 1492
- CCC(=O)c1ccc(OCc2ccccc2)c(OC)c1
 : 2043 | 1598
- Cc1ccc(NC(=S)NNC(=O)c2nnn(-c3ccccc3)c2C)cc1
 : 1717 | 1473
- Cn1c(SC2CCCCC2=O)nnc1-c1ccccc1F (stereo not drawn)
 : 1588 | 1386
- O=C(CCC1CCCN(C(=O)c2ccoc2)C1)NCc1ccccc1F (stereo not drawn)
 : 1457 | 1404
- O=C(Nc1cccc(Cl)c1)N(Cc1nc2ccccc2c(=O)[nH]1)Cc1cccs1
 : 1697 | 1418
- COc1ccc(NC(=O)c2sc3nc(Cc4ccccc4)cc(C(F)(F)F)c3c2N)cc1OC
 : 2104 | 1519
- O=C(NCc1ccc2c(c1)OCO2)C1CCCN(S(=O)(=O)c2cccs2)C1 (stereo not drawn)
 : 1640 | 1259
- Cc1cc(Nc2ccc(O)cc2)n2c(nc3ccccc32)c1C#N
 : 1777 | 1683

# (further entries)
# Below each compound – SRC1 TRFRET art | SRC3 TRFRET art
- CNC(=O)CSc1cn(CC(=O)N(C(C)C)C(C)C)c2ccccc12
 : 1781 | 1455
- COc1ccc(-n2nc(C(=O)O)c3ccccc3c2=O)c(OC)c1
 : 1875 | 1510
- Fc1ccc(-c2nnc(CSc3nnc4ccccn34)o2)cc1
 : 1934 | 1583
- CN(C)/C=C(/C(=O)c1ccccc1Cl)S(C)(=O)=O
 : 1845 | 1528
